Screening data deposited in PubChem BioAssay by several laboratories.
IMP-1 inh – blocks Pseudomonas aeruginosa IMP-1 metallo-beta-lactamase. purified IMP-1, nitrocefin hydrolysis, epi-absorbance fluorescence. inhibition, % at 5.6 µM. actives 0.45% (n = 290,000). AID 1556;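 active means inhibition above the mean plus 3 SD of all compounds in the same screening run, cut at about 4.5% in these data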;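 further: 0% = IMP-1 with DMSO and 100% = DMSO wells lacking enzyme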
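assay system = purified recombinant IMP-1 metallo-beta-lactamase enzyme | schedule = 15 min preincubation plus 25 min reaction at 25 °C | signal = Epi-absorbance fluorescence, 480 nm excitation, 530 nm emission | read-out basis = percent inhibition from optical density relative to buffer-blank wells | controls = IMP-1 with DMSO as 0%, enzyme-free DMSO as 100%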
MEKK2 mut-MEK5 – signal of MEK5 binding to mutant human MEKK2 PB1 domain. actives 0.35% (n = 290,000). percent response, % at 10 µM. bead flow cytometry, Alexa488-MEK5 binding to MEKK2 mutant; in the data active means percent response above about 24%, passing the limit was not always enough; further: inactives centre near 1; some results filed as inactive read as strong as hits
UBC9 SUMO inh – inhibitors of human SUMOylation (UBC9). HTRF SUMOylation assay, SAE1/SAE2 + UBC9, in vitro. inhibition, % at 35 µM. actives 0.36% (n = 290,000); in the data active means inhibition above about 50%, passing the limit was not always enough; further: strong numbers were not always called active
Target sequence (P63279 whole entry, looked up): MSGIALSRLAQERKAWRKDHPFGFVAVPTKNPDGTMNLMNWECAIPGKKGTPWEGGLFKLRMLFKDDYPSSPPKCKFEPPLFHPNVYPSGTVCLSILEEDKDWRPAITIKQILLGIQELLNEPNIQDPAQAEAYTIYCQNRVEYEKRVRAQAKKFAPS
M18AAP inhibitor – blocks P. falciparum M18 aspartyl aminopeptidase | recombinant PfM18AAP, H-Glu-NHMec fluorogenic cleavage | inhibition, % at 7.35 µM | actives 1.2% (n = 290,000);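 active means inhibition above the campaign mean inhibition over all tested compounds plus 3 SD, cut at about 28% in these data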;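 further: 0% = plate median of test compound wells and 100% = 2 mM ZnCl2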
MEKK2 WT-MEK5 – raises or lowers MEK5 binding to wildtype human MEKK2 PB1 domain. actives 1.1% (n = 290,000). bead flow cytometry, Alexa488-MEK5 binding to MEKK2 WT; actives lie on both sides. binding response (% of control), % at 10 µM. AID 1531. Q9Y2U5; in the data active means binding response below about 67% or above about 130%
VIM-2 inh – inhibitors of Pseudomonas aeruginosa VIM-2 metallo-beta-lactamase; purified VIM-2, nitrocefin hydrolysis, epi-absorbance fluorescence; AID 1527; actives 0.89% (n = 290,000); inhibition, % at 5.6 µM;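 active means inhibition above the mean of all tested compounds plus 3 SD, cutoff set per screening run, cut at about 7.5% in these data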;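 further: red hydrolysis product quenches plate fluorescence so inhibitors raise well fluorescence; 0% = enzyme with DMSO and 100% = DMSO without enzyme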
DNA FID counter – fluorescent intercalator displacement, NS3 helicase counter-screen; actives 0.17% (n = 290,000); AID 1845; inhibition, % at 7.9 µM; DNA fluorescent intercalator displacement, fluorescence; in the data active means inhibition above about 37%;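 further: 0% = vehicle and 100% = reference compound; higher means more ethidium bromide displaced from hairpin DNA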
NALP1 inh – NALP1 inhibition. actives 0.61% (n = 280,000). S. cerevisiae NALP1/ASC/caspase-1 growth, X-gal OD620, 72 h. inhibition, % at 10 µM. AID 2071; in the data active means inhibition mostly above about 24%, no sharp cut-off; inactive means mostly below about 32%; further: some compounds called inactive have numbers as strong as hits
HCV NS3 hel inh – HCV NS3 helicase inhibition; NS3 helicase DNA unwinding, Cy5 molecular beacon fluorescence; inhibition, % at 10.9 µM; actives 0.56% (n = 290,000); AID 1800;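 active means inhibition above the mean of all tested compounds plus 3 SD, set per campaign, cut at about 35% in these data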;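 further: 0% = DMSO wells and 100% = thioflavine S control wells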
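System: HCV NS3 helicase fragment; control set: DMSO and thioflavine S; technique: Cy5 fluorescence at 0 and 60 min, beacon hairpin quenching; reagent: beacon DNA duplex substrate plus ATP; replicates: singlicate; schedule: 1 h reaction at 25 °C, ATP-initiated; medium: MOPS buffer pH 6.5 with MgCl2, DTT, Tween20, BSA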
An asterisk follows results filed as active; . = no result given. These rows are one share of the data, so the mix of outcomes need not match the whole.

SMILES	IMP-1 inh	MEKK2 mut-MEK5	UBC9 SUMO inh	M18AAP inhibitor	MEKK2 WT-MEK5	VIM-2 inh	DNA FID counter	NALP1 inh	HCV NS3 hel inh
OC(c1cccc(Cl)c1)(c1cccc(Cl)c1)C1CN2CCC1CC2 (stereo not given)	-2.4	2	-2	1	132	-1.2	22	14	-56
CN1CCN(c2ccc([N+](=O)[O-])c3cccnc23)CC1	-3.1	.	3	4	.	0.3	8	17	0
CCOP(=O)(C#CC(C)(C)C)C(C)(O)c1ccccc1 (stereo not given)	-3.6	6	8	-2	114	-1.0	-6	-7	3
CC(C)C1(C)N=C(c2nc3ccccc3cc2C(=O)O)NC1=O (stereo not given)	-3.3	-2	11	8	101	-4.3	0	2	-6
Cc1ccc(-n2cc(CNC(C)Cc3cnccn3)c(-c3cccc(C)c3)n2)cc1 (stereo not given)	0.7	8	-9	-5	125	0.9	26	28	-63
CCN(CC)C(=O)c1ccc(NC(=O)c2cccc(C(F)(F)F)c2)cc1	-2.0	-5	-7	2	94	-2.4	-12	-15	-3
Fc1cccc(C2NCCc3[nH]cnc32)c1 (stereo not given)	-3.7	-1	-11	-4	106	-3.4	7	16	11
COc1ccc(CN2C(=O)NC(=O)/C(=C/c3ccoc3)C2=O)cc1	1.0	-7	35	-7	94	-2.5	-20	.	54*
CCCCn1c(C)c(C(=O)O)c2cc(OC)ccc21	-1.9	-7	-19	-4	85	0.1	1	20	-9
Cc1ccc(N2C(=O)NC(=O)/C(=C\c3cn(CC(=O)O)c4ccccc34)C2=O)cc1	-3.7	6	17	-2	103	-3.9	-24	5	-7
COc1ccccc1CN1CCN(C(=O)Cc2ccccc2)CC1	.	10	19	.	98	.	.	2	.
N#CC1=C(N)Oc2c(c(=O)oc3ccccc23)C1c1ccccc1OC(=O)c1cccs1 (stereo not given)	-2.2	1	1	-7	104	-2.9	0	27	16
CCCCC12CNCC(C)(CNC1)C2=O	-1.9	6	3	-4	112	-1.0	0	.	-4
Cc1cc(C=O)c(C)n1C1CCCCC1	2.8	0	-2	2	101	-0.3	-1	14	-3
Cc1nc2ccccc2c(=O)n1-c1ccncc1	-1.2	-8	10	-13	91	1.4	-4	.	22
Cc1ccc(C(=O)C2(C)N(O)C(C)C(c3cccs3)=[N+]2[O-])cc1 (stereo not given)	2.0	5	13	-2	101	2.7	-4	39	7
OCC[n+]1c2ccccc2nc2ccc(N3CCOCC3)cc21	-6.7	-14	-140	-3	86	-0.2	32	17	25
CN(C)C(=O)On1c(-c2ccccc2)nc2ccc(Cl)cc21	-4.9	2	14	1	104	-4.2	-13	-2	2
CC(=O)c1c(O)n(C)c(=S)n(-c2ccccc2)c1=O	3.7	-1	-9	1	94	1.1	4	-6	5
Cc1c(C(c2ccc(Cl)cc2Cl)c2c(O)c3ccccc3oc2=O)c(=O)n(-c2ccccc2)n1C (stereo not given)	-4.0	-4	1	0	98	-4.1	-31	-2	8

Molecules from the list above containing four or more nitrogen atoms (2):
SMILES	IMP-1 inh	MEKK2 mut-MEK5	UBC9 SUMO inh	M18AAP inhibitor	MEKK2 WT-MEK5	VIM-2 inh	DNA FID counter	NALP1 inh	HCV NS3 hel inh
CN1CCN(c2ccc([N+](=O)[O-])c3cccnc23)CC1	-3.1	.	3	4	.	0.3	8	17	0
Cc1ccc(-n2cc(CNC(C)Cc3cnccn3)c(-c3cccc(C)c3)n2)cc1 (stereo not given)	0.7	8	-9	-5	125	0.9	26	28	-63

Continued:
SMILES	IMP-1 inh	MEKK2 mut-MEK5	UBC9 SUMO inh	M18AAP inhibitor	MEKK2 WT-MEK5	VIM-2 inh	DNA FID counter	NALP1 inh	HCV NS3 hel inh
CN1CCN(C(=O)O[C@H]2c3nccnc3C(=O)N2c2ccc(Cl)cn2)CC1	-4.2	7	32	5	107	-2.8	-7	7	4
Cc1ccc2c(c1)c(=O)c1c3n2CCN(CC#N)C3CC1 (stereo not given)	0.3	-12	10	-2	84	-0.6	5	-4	3
O=C(Cn1ncc2c3ccccc3n(Cc3ccc(F)cc3)c2c1=O)N1CCC2(CC1)OCCO2	-3.8	-5	14	-5	90	-2.4	-41	-66	0
Cn1cccc1/C=C1\C(=O)NC(=O)N(Cc2ccccc2Cl)C1=O	-1.1	-5	6	17	96	-1.5	-33	-3	23
C#CCN1C(=O)C2(C(C#N)=C(N)OC(C)=C2C(=O)OCc2ccccc2)c2ccccc21 (stereo not given)	-3.1	-6	6	-3	88	-2.8	-35	-8	-15
O=C(OCCN1CCOCC1)C1(c2ccccc2)CCCC1	-3.7	11	4	-2	109	-3.3	-6	-22	4
O=C(O)C1(c2ccc(Cl)cc2)CCC1	-2.5	11	6	1	111	-0.8	7	11	-8
C=CCn1c(O)c(N=Nc2c(C)n(C)n(-c3ccccc3)c2=O)c(=O)[nH]c1=S	-1.5	-1	-8	1	94	-1.3	-7	5	9
COc1ccccc1OCC(=O)N1CCCC(N(C)Cc2ccccc2)C1 (stereo not given)	0.4	-4	4	-7	96	4.0	-3	32	6
O=C(COc1ccc2ccccc2c1)N1CCN(Cc2c[nH]c3ccccc23)CC1	-3.5	4	-4	5	109	-1.2	5	40	-36
COCCn1cc(C(=O)N2CCC3(CC2)OCCO3)c2c3ccccc3n(C)c2c1=O	1.4	1	27	-3	98	-1.9	-26	-1	2
O=C(NC(=S)N1C[C@H]2C[C@H](C1)c1cccc(=O)n1C2)c1ccc(F)cc1	0.0	-1	-8	0	101	-0.8	-5	-3	0
O=C(CCN1CCCCC1)NCC(=O)Nc1ccc(Br)cc1C(=O)c1ccccc1	-2.6	-2	-12	-7	99	-0.7	14	22	-14
Cc1cccc(N2C(=O)NC(=O)/C(=C\c3ccc(N4CCOCC4)cc3)C2=O)c1	-1.0	3	11	6	104	-0.3	-7	15	8
C=CCc1cc(C=C2C(=O)NC(=O)NC2=O)cc(OC)c1OCc1ccc(C(=O)O)cc1	-3.3	-15	20	9	84	-0.8	-31	11	22
CN1CCC2(CC1)N=C(c1ccc(F)cc1)C(=S)N2	-4.0	-11	5	-8	87	-5.2	-4	-15	-1
CCCCCn1c(=O)c(C(=O)NCc2ccncc2)c(O)c2ccccc21	-3.2	9	9	3	107	-3.3	-23	13	-2
COc1ccc(N2CCN(C(CNC(=O)Oc3ccccc3)c3cccnc3)CC2)cc1 (stereo not given)	-3.9	7	-8	1	110	-4.2	-20	40	-9
CCCCCCN=C(CC)c1c(O)n(CCCC)c(=O)[nH]c1=O	-2.9	-1	8	2	98	-0.9	-19	10	1
CCn1cc(C(=O)NCc2ccccc2)c2ccccc21	-2.8	-1	14	4	96	-1.9	-11	24	-10
CCSC1=NN1c1cc(C)nc(N)n1	-1.8	4	16	-14	101	1.2	-2	.	-2
CCC(=NCc1ccco1)c1c(O)n(Cc2ccccc2)c(=O)[nH]c1=O	1.1	3	23	6	104	-0.9	-13	18	10
O=C(CF)NC(NC(=S)Nc1cccc([N+](=O)[O-])c1)C(Cl)(Cl)Cl (stereo not given)	-1.3	-6	11	-1	94	-0.5	14	-14	-2
Cc1ccc2c(c1)CC1(CN2C)C(=O)NC(=O)N(c2ccccc2C)C1=O (stereo not given)	0.6	-7	11	5	92	-3.9	-6	6	7
Cc1cc(S(N)(=O)=O)ccc1N=Cc1c(O)n(-c2ccccc2)c(=O)[nH]c1=O	-3.2	-6	16	4	81	-2.5	-8	14	0
CCCCC(=O)N/N=C/c1c(O)n(CCCC)c(=S)[nH]c1=O	-3.8	-1	-13	5	102	-2.5	-15	-4	20
CC1(O)C[C@]2(C)N(O)C3CCCC[C@@H]3N2O1 (stereo not given in full)	0.1	-5	10	-13	98	2.6	0	36	6
CCCn1ncc(C(=O)O)c1C	-3.6	3	21	11	101	-1.6	4	7	-5
CN(C)C(=O)CSc1nnc([C@@H](N)Cc2ccccc2)o1	-3.0	5	7	-3	103	-5.6	-4	3	4
CCCCC(=O)N/N=C/c1c(O)n(CCc2ccc(OC)c(OC)c2)c(=O)[nH]c1=O	-3.9	0	10	7	99	-1.9	-37	34	-4
CP(=O)(Nc1ccc(Cl)cc1)c1nc2c(s1)CCCC2 (stereo not given)	-2.2	5	-11	2	96	-1.1	-15	.	-24
Cc1ccc(C)c(OCC(=O)N2CCCN(C)CC2)c1	-3.6	-3	3	1	89	-2.4	1	22	-3
C=CCn1c(O)c(C=NCCN2CCOCC2)c(=O)[nH]c1=S	-2.7	1	5	-3	98	-1.6	-3	.	4
CN1CCN2c3ccccc3CC3(C(=O)N(C)C(=O)N(C)C3=O)C2C1 (stereo not given)	-0.4	-4	25	-3	98	0.1	-4	15	8
Cc1cc(C)c(-n2c(O)c(/C=N/NC(=O)c3ccncc3)c(=O)[nH]c2=O)c(C)c1	-1.8	-19	23	-7	98	-3.8	-23	-7	21
CCCCN1C(=N)C(CC)(CC)C(=O)NC1=O	-4.7	-2	-20	-3	99	-3.2	-6	9	3

Molecules shown so far with a Cl atom (eight):
SMILES	IMP-1 inh	MEKK2 mut-MEK5	UBC9 SUMO inh	M18AAP inhibitor	MEKK2 WT-MEK5	VIM-2 inh	DNA FID counter	NALP1 inh	HCV NS3 hel inh
OC(c1cccc(Cl)c1)(c1cccc(Cl)c1)C1CN2CCC1CC2 (stereo not given)	-2.4	2	-2	1	132	-1.2	22	14	-56
CN(C)C(=O)On1c(-c2ccccc2)nc2ccc(Cl)cc21	-4.9	2	14	1	104	-4.2	-13	-2	2
Cc1c(C(c2ccc(Cl)cc2Cl)c2c(O)c3ccccc3oc2=O)c(=O)n(-c2ccccc2)n1C (stereo not given)	-4.0	-4	1	0	98	-4.1	-31	-2	8
CN1CCN(C(=O)O[C@H]2c3nccnc3C(=O)N2c2ccc(Cl)cn2)CC1	-4.2	7	32	5	107	-2.8	-7	7	4
Cn1cccc1/C=C1\C(=O)NC(=O)N(Cc2ccccc2Cl)C1=O	-1.1	-5	6	17	96	-1.5	-33	-3	23
O=C(O)C1(c2ccc(Cl)cc2)CCC1	-2.5	11	6	1	111	-0.8	7	11	-8
O=C(CF)NC(NC(=S)Nc1cccc([N+](=O)[O-])c1)C(Cl)(Cl)Cl (stereo not given)	-1.3	-6	11	-1	94	-0.5	14	-14	-2
CP(=O)(Nc1ccc(Cl)cc1)c1nc2c(s1)CCCC2 (stereo not given)	-2.2	5	-11	2	96	-1.1	-15	.	-24
